# Screening results deposited in PubChem by several laboratories.
# EBV LMP1 NFkB: EBV LMP1-driven NF-kappaB luciferase reporter inhibitors, primary screen, cell-based, luminescence, single point. hit rate 0.69% among 350,000. LMP1-induced NF-kappaB luciferase reporter cells. inhibition, % at 12.5 µM; in the data active = inhibition above about 41%;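 note: 0% = neutral control wells and 100% = reference inhibitor control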
# TWEAK Fn14 block: inhibitors of TWEAK-Fn14 signaling, primary screen, luciferase reporter cells, uHTS; TWEAK-stimulated Fn14 reporter cells, luciferase luminescence, 8 h; inhibition, % at 10 µM; hit rate 2% among 360,000; AID 1159606, 2016; in the data active = inhibition above about 50%
# TROY NFkB inh: inhibitors of TROY-driven NF-kB signaling, primary screen, Q293 LMP1-TROYcd cells, NF-kB luciferase, uHTS | Q293 LMP1-TROYcd NF-kB luciferase reporter, 4 h | inhibition, % at 10 µM | hit rate 0.98% among 360,000;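 active = compounds whose plate-normalised and pattern-corrected inhibition of the luciferase reporter signal at the single screening dose is 50% or more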
# SRC2 inh: inhibition of GAL4-SRC2 driven luciferase reporter, primary screen, SRC2 inhibitor project, cell-based, luminescence; HEK293 GAL4-SRC2 luciferase reporter; inhibition, % at 9 µM; hit rate 0.17% among 370,000; AID 651957, 2012;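 active = inhibition above the mean inhibition of all tested compounds plus 3 SD, set per campaign, cut at about 52% in these data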;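 note: 0% = DMSO treated cells and 100% = cells given Gossypol at 36 µM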
# NR5A2 inv ag: LRH-1 (NR5A2) inverse agonists, primary screen, cell-based, luminescence, HEK293T, StAR-luciferase reporter | Nuclear receptor subfamily 5 group A member 2 (Homo sapiens), O00482 | LRH-1 transfected, 24 h | inhibition, % at 3.6 µM | hit rate 0.13% among 360,000;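 active = inhibition above the mean inhibition of all tested compounds plus 3 SD, cut at about 73% in these data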;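 note: 0% = DMSO wells and 100% = reporter-only cells lacking LRH-1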
# Target sequence (O00482 whole entry, looked up): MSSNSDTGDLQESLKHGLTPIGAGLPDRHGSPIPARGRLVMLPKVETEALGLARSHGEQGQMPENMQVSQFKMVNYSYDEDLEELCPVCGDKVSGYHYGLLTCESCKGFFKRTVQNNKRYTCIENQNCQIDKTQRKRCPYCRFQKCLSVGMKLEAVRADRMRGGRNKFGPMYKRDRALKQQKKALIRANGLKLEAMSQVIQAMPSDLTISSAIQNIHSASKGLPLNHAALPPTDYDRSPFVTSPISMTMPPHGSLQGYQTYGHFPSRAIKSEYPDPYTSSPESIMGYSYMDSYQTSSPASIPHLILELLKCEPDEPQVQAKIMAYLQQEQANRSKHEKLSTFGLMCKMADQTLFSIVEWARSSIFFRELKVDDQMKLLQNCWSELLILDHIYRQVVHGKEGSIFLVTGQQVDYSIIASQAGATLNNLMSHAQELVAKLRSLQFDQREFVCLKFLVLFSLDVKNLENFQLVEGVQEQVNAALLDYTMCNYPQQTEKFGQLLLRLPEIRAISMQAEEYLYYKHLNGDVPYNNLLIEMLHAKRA
# NR2F2 inh: NR2F2 transcriptional activity inhibitors, primary screen, cell-based, luciferase reporter, HEK293T, luminescence; HEK293T NGFI-A luciferase reporter; inhibition, % at 8.6 µM; hit rate 0.7% among 370,000; AID 686940, 2013; COUP transcription factor 2 (Homo sapiens), P24468;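 active = inhibition above a per-plate cutoff, mean inhibition of test wells between control levels plus 3 SD, cut at about 38% in these data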;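 note: cells cotransfected with COUP-TFII expression vector driving the NGFI-A reporter; 0% = median of COUP-TF2 test wells and 100% = reporter-only cells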
# Target sequence (P24468 whole entry, looked up): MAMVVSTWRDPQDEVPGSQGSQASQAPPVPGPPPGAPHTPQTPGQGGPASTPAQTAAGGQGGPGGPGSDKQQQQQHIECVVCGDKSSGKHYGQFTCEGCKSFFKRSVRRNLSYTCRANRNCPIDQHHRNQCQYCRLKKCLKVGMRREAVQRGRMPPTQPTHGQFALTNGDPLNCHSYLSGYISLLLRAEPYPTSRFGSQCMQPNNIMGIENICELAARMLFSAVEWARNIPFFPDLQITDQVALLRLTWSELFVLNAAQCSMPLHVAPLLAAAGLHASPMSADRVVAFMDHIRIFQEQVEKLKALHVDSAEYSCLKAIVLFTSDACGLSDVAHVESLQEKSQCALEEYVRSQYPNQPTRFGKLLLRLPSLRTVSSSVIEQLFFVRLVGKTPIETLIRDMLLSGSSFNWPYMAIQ
# C8 TRAIL sens: viability loss with TRAIL in NB7+C8 cells, primary screen, TRAIL sensitizer project, cell-based, ATPlite luminescence. inhibition (viability loss, TRAIL sensitization), % at 10 µM. hit rate 1% among 360,000. AID 624354, 2012;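 active = compounds causing at least 50% loss of cell viability in the single-dose screen, relative to plate controls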
# SRC3 inh: SRC3 coactivator transcriptional activity inhibitors, primary screen, cell-based, luminescence | Nuclear receptor coactivator 3 (Homo sapiens), Q9Y6Q9 | HEK293 GAL4-SRC3 luciferase reporter | inhibition, % at 3.6 µM | hit rate 0.17% among 360,000 | AID 588352, 2011;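 active = inhibition above a per-campaign cutoff, the mean of all compounds plus 3 SD, cut at about 60% in these data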;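 note: 0% = DMSO-treated cells and 100% = gossypol-treated cells at 36 µM; higher means less SRC3-driven luciferase light from the GAL4 reporter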
# NCOA1 inh: SRC1 coactivator transcriptional activity inhibitors, primary screen, cell-based, luminescence; HEK293 GAL4-SRC1 luciferase reporter; inhibition, % at 3.6 µM; hit rate 0.12% among 360,000;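 active = inhibition above the campaign mean plus 3 SD, with each screening campaign given its own cutoff, cut at about 60% in these data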;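 note: 0% = DMSO treated cells and 100% = gossypol at 36 µM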
# TLR9-MyD88 inh: inhibitors of TLR9-MyD88 association in cells, primary screen, cell-based, CHO, BLA complementation, fluorescence; Toll-like receptor 9 (Homo sapiens) + Myeloid differentiation primary response protein …; CCF4 FRET ratio; inhibition, % at 4.98 µM; hit rate 0.21% among 340,000; AID 504734, 2011;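 active = inhibition above the mean over all tested compounds plus 3 SD, cut at about 21% in these data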;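 note: 0% = DMSO only wells and 100% = clavulanate BLA inhibitor control wells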
# NOD2-RIPK2 inh: NOD2-RIPK2 binding disruptors in cells, primary screen, fluorescence, CHO cells, BLA complementation; Receptor-interacting serine/threonine-protein kinase 2 (Homo sapiens), O43353; CCF4 ratio; inhibition, % at 4.98 µM; hit rate 0.38% among 360,000; AID 624267, 2012; in the data active = inhibition above about 21%;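 note: 0% = vehicle only and 100% = reference blocker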
# An asterisk follows results filed as active; nt = not tested or not shown. Not all compounds are listed; rates above refer to the full screens.
SMILES,EBV LMP1 NFkB,TWEAK Fn14 block,TROY NFkB inh,SRC2 inh,NR5A2 inv ag,NR2F2 inh,C8 TRAIL sens,SRC3 inh,NCOA1 inh,TLR9-MyD88 inh,NOD2-RIPK2 inh
O=C(Cn1cc(C(=O)c2cccs2)c2ccccc21)NC1CCCCC1,-3,5,6,9,0,-1,-3,2,-10,11,-10
CCOc1ccc(S(=O)(=O)Nc2cccc(C(=O)N3CCN(c4ccccc4O)CC3)c2)cc1,0,0,-12,-4,7,-15,-8,6,6,3,-4
CC1=C(C(=O)N(C)C)CC(CC(=O)NC2CCCCC2)C(=O)N1Cc1ccccc1 (stereo unspecified),1,2,15,20,-4,-3,5,-3,-22,-11,-17
CC1=C(CC/C(C)=N/NC(N)=S)C(C)(C)CCC1,-18,9,13,-1,21,-10,29,11,-9,7,0
CS(=O)(=O)N(CC(=O)Nc1ccc(Cl)c(Cl)c1)C1CCCCC1,1,11,16,15,-13,14,16,21,14,-3,11
O=C(Cn1cnc2c(OCc3ccccc3)ncnc21)NCCCc1ccccc1,-10,-1,-21,-7,-6,8,-18,10,4,-16,-6
COc1ccc(S(=O)(=O)N2CCCCC2c2cc(C(=O)N3CCOCC3)no2)cc1 (stereo unspecified),nt,14,0,-27,5,1,-11,13,13,nt,-6
CN(CC(=O)Nc1ccc(OC(F)(F)F)cc1)C(=O)Cc1ccc2c(c1)CCC2,-6,-9,-7,-1,-4,15,11,-8,10,-4,0
COc1cc(OC)c(OC)cc1CNC(=O)c1cc(=O)c2ccccc2o1,-5,-14,11,-7,0,22,16,-20,-12,1,3
Cc1c(CN2CC[C@@H](N3CCN(c4ccccn4)CC3)[C@H](O)C2)[nH]c2ccc(F)cc12,-8,9,18,2,12,12,5,-5,16,7,-10
CNC(=S)N(Cc1ccco1)Cc1cc2cc3c(cc2[nH]c1=O)OCCO3,-10,13,-10,-20,26,-18,-6,11,-4,4,-1
CCC1(CC)NC(=O)N(CC(=O)Nc2sc3c(c2C(N)=O)CCC3)C1=O,-1,-9,-11,7,-7,9,-9,2,1,-3,-9
Cn1c(SCc2nnc(-c3ccccc3Br)o2)nc2sc3c(c2c1=O)CCC3,7,5,24,12,-2,4,-1,5,-19,-1,-7
CC(=O)Nc1ccc(CNc2nc(NCc3cccs3)nc3ccsc23)cc1,nt,-29,8,-17,-4,-4,5,-3,15,nt,1
CN1CCCN(C(=O)C2CCCCC2)CC1,-3,5,9,-17,-10,4,-7,22,2,-9,-4

# A stretch taken from the entries so far:
SMILES,EBV LMP1 NFkB,TWEAK Fn14 block,TROY NFkB inh,SRC2 inh,NR5A2 inv ag,NR2F2 inh,C8 TRAIL sens,SRC3 inh,NCOA1 inh,TLR9-MyD88 inh,NOD2-RIPK2 inh
O=C(Cn1cc(C(=O)c2cccs2)c2ccccc21)NC1CCCCC1,-3,5,6,9,0,-1,-3,2,-10,11,-10
CCOc1ccc(S(=O)(=O)Nc2cccc(C(=O)N3CCN(c4ccccc4O)CC3)c2)cc1,0,0,-12,-4,7,-15,-8,6,6,3,-4

# (continued)
SMILES,EBV LMP1 NFkB,TWEAK Fn14 block,TROY NFkB inh,SRC2 inh,NR5A2 inv ag,NR2F2 inh,C8 TRAIL sens,SRC3 inh,NCOA1 inh,TLR9-MyD88 inh,NOD2-RIPK2 inh
CCC(C)(C)NC(=O)C(c1cccnc1)N(C(=O)c1csnn1)c1ccc(C)cc1 (stereo unspecified),-8,5,3,-9,15,12,-2,9,-2,3,5
Cc1cccc(N2CCN(C(=O)NC3CCCCC3)CC2C)c1 (stereo unspecified),6,20,-6,0,12,14,6,8,-1,-1,3
Cc1cccc(-c2nnc(SCC(=O)Nc3cc(C)on3)n2C)c1,3,-15,-14,8,-3,1,-10,4,7,7,-8
CCOC(=O)C(CC)n1cnc2c(oc3ccccc32)c1=O (stereo unspecified),-8,-5,4,-24,-8,8,41,-9,6,-11,2
COc1ccc(OCC(=O)N2CCC3(CC2)CC(=O)c2ccccc2O3)cc1,1,-5,4,-4,-8,-11,-22,22,4,-2,-8
Cc1cc(NS(=O)(=O)c2ccc(NC(=O)NC(C)(C(F)(F)F)C(F)(F)F)cc2)no1,-5,12,-12,3,-20,-12,-5,7,12,4,-6
COc1cc2ccccc2cc1C(=O)NCCCN1CCOCC1,13,-8,-38,1,2,-7,-14,-4,-10,0,11
CC(=O)N1c2ccc(S(=O)(=O)NCC3CCC(C(=O)N4CC(C)CC(C)C4)CC3)cc2CC1C (stereo unspecified),8,1,21,-22,17,-2,10,23,-10,-1,9
CCOC(=O)c1cc2c(ccn2C)n1CC(=O)Nc1ccc(F)cc1,1,-10,11,-5,7,-8,-1,3,14,-1,-7
COc1ccc(Oc2nc(-c3ccccc3)ncc2C(=O)O)cc1,4,-6,-4,-10,-6,-24,0,-1,-2,-5,0
COc1ccccc1N1CCN(C(=O)c2ccc(S(=O)(=O)N3CCCC3)cc2)CC1,2,-20,-5,11,-2,-1,-1,19,5,-3,-2
O=C1N=C(N2CCCCC2)S/C1=C\c1ccncc1,3,1,-21,3,3,24,-29,29,9,6,-12
CCCCCC(=O)Nc1ccc(-c2nnc3n2CCCCC3)cc1,-3,-2,-6,1,-8,-5,6,-24,-1,11,-8
O=C(Nc1ccc2oc(=O)ccc2c1)c1cccnc1Cl,3,5,22,-11,22,6,11,-4,16,0,10
Cc1noc(C)c1COc1ccccc1C(=O)N1CCN(S(=O)(=O)c2ccc(C(C)C)cc2)CC1,-4,-20,14,-5,5,7,-9,-7,1,-6,10
COc1cc(C)c(Cl)cc1S(=O)(=O)n1cnc(C)c1,3,-3,-13,12,-2,2,11,12,-4,0,5
Cc1sc2ncn(CC(=O)N3CCCCC3)c(=O)c2c1S(=O)(=O)N1CCC(C)CC1,-14,0,-9,-8,-15,-1,-17,15,12,-5,-7
Clc1ccc(Cc2nc(-c3ccncc3)no2)cc1,11,-4,5,-5,1,-18,9,0,-15,-1,-11
O=C(CSc1nc2ccccc2c(=O)n1-c1ccc(F)cc1)NCc1ccco1,-2,-7,6,nt,-19,nt,-29,5,-2,-8,-4
c1cncc(C(c2nnnn2C2CCCCC2)N2CCN3CCCC3C2)c1 (stereo unspecified),1,24,-12,0,14,3,-5,7,7,1,8
CCC(CC)NC(=O)Nc1ccccc1C(F)(F)F,-2,16,-20,-6,-16,13,1,19,-5,10,2
COc1cc(C(=O)Oc2cccc(Nc3ncnc4ccccc34)c2)cc(OC)c1OC,34,99*,79*,-1,22,61*,15,21,2,-17,-2
CC[C@]12c3[nH]c4cc(CCC(=O)N(C)C)ccc4c3CCN1C(=O)[C@@H](CC(=O)NCCC1=CCCCC1)C[C@@H]2C(=O)N1CCN(C(=O)C2CC2)CC1,0,5,3,-25,3,-8,-2,-11,-9,-3,0
COc1ccc(CCNC(=O)C2CCN(S(C)(=O)=O)CC2)cc1OC,-6,-2,-11,6,4,-3,12,4,1,8,-3
CC(=O)c1c(C)nc2nonc2c1N,-12,-16,5,-7,8,-5,5,3,5,10,2
COC(=O)c1c(C)[nH]c(C(=O)CC#N)c1C,0,-15,19,3,9,-10,3,16,0,3,-9
COC(C(=O)C(O)C(C)O)C1Cc2cc3cc(OC4CC(OC5CC(O)C(O)C(C)O5)C(O)C(C)O4)c(C)c(O)c3c(O)c2C(=O)C1OC1CC(OC2CC(OC3CC(O)C(OC)C(C)O3)C(O)C(C)O2)C(O)C(C)O1 (stereo unspecified),80*,85*,8,32,98*,-11,18,86*,75*,-4,-6
CCn1ccnc1C(O)(c1ccccc1)c1ccccc1,-9,-2,-18,13,10,4,-5,-3,-1,7,-4
CN1C(=O)CC(NNC(=O)c2ccc(Cl)cc2)C1=O (stereo unspecified),-10,-11,-28,3,-45,-5,-2,-12,-14,5,-3
CC[C@]12c3[nH]c4ccc(Cl)cc4c3CCN1C(=O)[C@@H](CC(=O)NCc1ccco1)C[C@@H]2C(=O)N1CCN(C(=O)C2CC2)CC1,-11,11,0,7,28,-8,-3,-22,5,-6,-15
COc1ccccc1CNC(=O)C(C)NS(=O)(=O)c1ccc(Br)cc1 (stereo unspecified),-6,1,-7,-6,11,4,-7,-10,5,2,10
Cc1ccccc1NC(=O)CN1C(=O)c2cccnc2Oc2ccc(Cl)cc21,-6,-9,-4,-23,5,1,-10,7,0,-2,-8
Cc1csc(SCC(=O)Nc2cc(S(=O)(=O)N(C)C)ccc2C)n1,1,6,0,-24,-11,10,2,16,-16,-3,-7
O=C1CN(C(=O)CSc2nc(-c3ccccc3)cs2)c2ccccc2N1,6,6,13,11,-13,22,4,16,-73,3,-12
COc1ccc(NC(=O)CC2C(=O)N(c3ccc(OC)cc3)C(=S)N2NC(=O)c2cccc(F)c2)cc1 (stereo unspecified),3,16,5,-26,-7,-28,-2,-18,-4,7,22*
CCC(=O)N1CCN(c2ccc(NC(=O)c3cc4ccccc4o3)cc2)CC1,4,19,-33,-8,-37,-13,-5,-8,-19,-1,1
Cc1nonc1OC(C)CNCCNc1ccc([N+](=O)[O-])cc1 (stereo unspecified),nt,3,-13,-6,17,-1,-6,4,3,nt,1
CC(C)(C)NC(=O)CN(Cc1cccs1)C(=O)CN1C(=O)C(=O)c2ccccc21,0,7,7,-6,4,-11,2,-4,14,0,-3
CCOc1ccccc1N1CCN(C(=O)c2c(-c3c(F)cccc3Cl)noc2C)CC1,-1,-6,13,-1,0,-11,1,6,7,-7,-13
COc1ccccc1NS(=O)(=O)c1ccc(N2CCOCC2)c(NC(=O)c2ccco2)c1,-9,28,-4,-2,1,-19,-12,14,14,10,-5
COc1cccc(NC(=S)N2c3ccccc3CC2C)c1 (stereo unspecified),4,16,7,-5,-10,-10,-10,4,-6,-11,-7
CC(C)=CCN1CCN(Cc2cc3ccccc3[nH]2)CC1CCO (stereo unspecified),3,4,8,20,0,9,-1,6,-4,-13,-7
Cc1ccccc1N1CCN(C2CCCN(C(=O)CSc3ccccn3)C2)CC1 (stereo unspecified),7,-37,-18,4,-2,-25,-1,-10,-7,15,6
C/C=C1\NC(=O)[C@H](C)NC(=O)[C@@H](NC(=O)[C@@H](Cc2ccc(O)cc2)NC(=O)[C@@H](NC(=O)/C(C)=C/C)C(C)C)[C@@H](C)OC(=O)[C@H](CCCCc2ccc(O)cc2)NC(=O)[C@@H](CCC(=O)OC)NC1=O,nt,-6,2,-7,2,-3,-8,10,16,nt,-5
O=C(CCN1CCc2ccccc2C1)Nc1ccc(F)cc1,-4,-3,-26,11,-12,20,-14,11,-2,-10,-7
Cc1nc(N2CCOCC2)c(C#N)c2c1COC(C)(C)C2,8,-6,3,-38,-4,-3,12,-27,2,-2,-4
O=C(NC(=S)Nc1ccccc1CO)C1CCCCC1,6,-12,-30,-28,-7,-8,-8,-38,-14,-11,7
